GLA spleen mod: alpha-galactosidase A (human) modulation | P06280 | human spleen homogenate, 4MU-alpha-Gal fluorescence, 40 min | Potency, µM (top dose mostly 80 µM), without a hit: at the top dose activity change, negative = inhibition, usual class: inhibitors | hit rate 0.008% among 240,000;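 further: 0% = enzyme with vehicle and -100% = no enzyme basal signal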
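qHTS titration in buffer at pH 5.0. Alpha-galactosidase activity in spleen homogenate was measured via 4-methylumbelliferone release from 1 mM fluorogenic substrate after 40 min at 37C and a pH 10 stop. AC50 came from Hill fits of control-normalized data.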
TR SRC2 fluor cs: Texas Red fluorescence interference in TRb-SRC2 counter-screen; TRb/SRC2 Texas Red total fluorescence interference; Potency, µM (top dose mostly 106 µM), inactives show at the top dose fluorescence change, negative = quenching; hit rate 0.29% among 280,000; active means well fitted curve in either direction with a large enough effect; inconclusive means small, poorly fitted or top-dose-only effect
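Flags fluorescent or light-absorbing compounds by total fluorescence, S + 2P, at 555 nm excitation and 632 nm emission. Mixture: 20 nM Texas Red SRC2 peptide, 0.6 uM human TRb LBD, 1 uM T3, 5% DMSO; compound exposure 5 h at ambient temperature.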
ALDH1A1 block: inhibitors of human aldehyde dehydrogenase 1A1. P00352. Purified ALDH1A1, NADH fluorescence, propionaldehyde substrate. Potency, µM (highest dose often 75.3 µM), without a hit: top-dose activity, negative = inhibition, hits mostly inhibitors. hit rate 7.3% among 220,000; active means well fitted inhibition curve with a large enough effect, not every such curve was filed as active; inconclusive means small, poorly fitted or top-dose-only effect, or another doubt; inactive means no such curve, though single readings can be large or run the other way;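 further: plate controls were no enzyme wells and a reference inhibitor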
TRb-SRC2 inh: TRbeta-SRC2 interaction inhibition. P10828. TRbeta-SRC2 peptide binding, fluorescence polarization; receptor liganded with 1 µM T3. Potency, µM (highest dose often 106 µM), without a hit: top-dose activity change, negative = inhibition, usual class: inhibitors. hit rate 0.065% among 280,000. AID 1469;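 further: plate controls were bound peptide for no effect and peptide without receptor for full effect; nearly all actives have a fitted effect of over 50% in size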
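Human TRb LBD (0.6 uM) plus Texas Red-labeled SRC2 peptide (20 nM), 1uM T3, 5% DMSO, 5 hr at ambient temperature. Decreased polarization (555/632 nm) flags inhibition; data normalized to free and bound peptide controls.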
L3MBTL1 inh: blocks human L3MBTL1; Q9Y468; AlphaScreen L3MBTL1–H3K9me1 peptide binding; AID 485360; Potency, µM (titrated, usually from 57.1 µM), inactives show top-dose activity, negative = inhibition, actives largely listed as inhibitors; hit rate 0.66% among 230,000; further: nearly all actives have a fitted effect of over 60% in size
Target sequence (Q9Y468 whole entry, looked up): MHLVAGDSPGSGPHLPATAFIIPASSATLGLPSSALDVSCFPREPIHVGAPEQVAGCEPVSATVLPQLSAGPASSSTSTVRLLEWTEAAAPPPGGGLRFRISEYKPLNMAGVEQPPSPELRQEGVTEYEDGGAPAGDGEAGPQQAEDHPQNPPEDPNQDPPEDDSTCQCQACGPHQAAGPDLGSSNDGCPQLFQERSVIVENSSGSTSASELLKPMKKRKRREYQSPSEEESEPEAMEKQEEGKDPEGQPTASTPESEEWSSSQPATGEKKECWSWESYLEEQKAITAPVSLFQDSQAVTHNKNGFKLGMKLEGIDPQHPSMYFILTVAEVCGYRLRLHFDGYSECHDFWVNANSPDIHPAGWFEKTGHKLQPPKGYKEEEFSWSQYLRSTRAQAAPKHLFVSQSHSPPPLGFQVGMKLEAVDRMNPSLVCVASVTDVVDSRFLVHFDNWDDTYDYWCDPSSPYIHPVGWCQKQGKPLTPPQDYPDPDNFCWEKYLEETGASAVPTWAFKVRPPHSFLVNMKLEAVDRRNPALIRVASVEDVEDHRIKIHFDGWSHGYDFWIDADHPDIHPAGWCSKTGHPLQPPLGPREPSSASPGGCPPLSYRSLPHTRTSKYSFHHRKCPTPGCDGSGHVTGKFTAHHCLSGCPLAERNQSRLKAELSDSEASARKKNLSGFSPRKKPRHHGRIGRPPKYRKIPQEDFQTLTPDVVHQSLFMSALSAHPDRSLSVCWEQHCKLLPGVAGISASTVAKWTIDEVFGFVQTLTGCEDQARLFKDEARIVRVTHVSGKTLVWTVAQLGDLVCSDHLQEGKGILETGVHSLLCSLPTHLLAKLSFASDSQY
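Displacement of a biotinylated histone H3(1-15) peptide monomethylated at Lys9 (75 nM) from L3MBTL1 (50 nM) was measured by AlphaScreen after a 30 min room-temperature compound incubation; cefsulodin titration served as intraplate control.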
Tau fluor cs: counter-screen for tau fibril formation inhibitors; hit rate 0.93% among 280,000; tau K18 P301L Alexa594 fluorescence, heparin fibrillization; Potency, µM (top dose mostly 57.7 µM), for inactives: at the top dose activity change, negative = decrease; further: nearly all actives have a fitted effect of over 55% in size
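Human tau K18 P301L (15 uM unlabeled, 0.24 uM Alexa 594-labeled) in 100 mM sodium acetate pH 7 with 20 uM heparin, 6 hr at 37 C. ThT 30 uM added, 1 hr ambient; Alexa 594 FP and total fluorescence read at 555/632 nm.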
Tau FP inhib: blocks human tau fibril formation measured by polarization | K18 P301L tau heparin fibrillization, Alexa594 FP, 6 h | Potency, µM (titrated, usually from 57.7 µM), without a hit: top-dose activity, negative = inhibition, actives largely listed as inhibitors | hit rate 0.39% among 280,000 | P10636; further: nearly all actives have a fitted effect of over 55% in size
Target sequence (P10636 561-689 P618L limits assumed): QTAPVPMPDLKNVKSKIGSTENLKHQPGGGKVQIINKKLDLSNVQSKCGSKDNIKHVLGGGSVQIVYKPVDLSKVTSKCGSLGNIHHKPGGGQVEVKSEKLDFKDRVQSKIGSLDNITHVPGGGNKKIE
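Quantitative HTS format: compounds meet 15 uM recombinant K18 P301L tau and Alexa 594-tau tracer in 100 mM sodium acetate pH 7; 20 uM heparin triggers fibrillization at 37 C over 6 hr; FP gives the signal.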
Tau ThT inhib: inhibitors of human tau fibril formation, thioflavin T binding; P10636; recombinant tau K18 P301L (four-repeat tau fragment), heparin-induced fibrillization, ThT fluorescence; Potency, µM (titrated, usually from 57.4 µM), without a hit: at the highest dose activity, negative = inhibition, usual class: inhibitors; hit rate 2.1% among 270,000; AID 1460; further: nearly all actives have a fitted effect of over 55% in size
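In this qHTS, human K18 P301L tau is incubated with compound and heparin for 6 hr at 37 C, and Thioflavin T fluorescence then reports fibril load.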
Numbers without * were called inactive; [ ] = dose if it differs, or a comment. Unless noted, the call rests on the fitted dose curve; in most records, active means well fitted curve in the direction sought with a large enough effect; inconclusive means small, poorly fitted or top-dose-only effect, or another doubt; inactive means no such curve, though single readings can be large; an effect the other way counts as inactive or inconclusive. Unless noted, on the % scale 0 is the no-effect control and ±100 the full control effect; potency means the concentration at half of the fitted maximal effect. Compounds as they come; overall some 8.5% were active at least once.

`C(=N\N1CCN(C2c3ccccc3-c3ccccc32)CC1)/c1cccnc1` gave GLA spleen mod -7%, TR SRC2 fluor cs -1%, ALDH1A1 block -15%, TRb-SRC2 inh -4%, L3MBTL1 inh -8%, Tau fluor cs -10%, Tau FP inhib 0% and Tau ThT inhib inconclusive.
For Nc1ccc(S(=O)(=O)C(F)(F)F)cc1N the results were GLA spleen mod 4%, TR SRC2 fluor cs 3%, ALDH1A1 block inconclusive, TRb-SRC2 inh 2%, L3MBTL1 inh -3%, Tau fluor cs -15%, Tau FP inhib 6% and Tau ThT inhib -7%.
For Cc1cn(-c2ccc(Br)cc2)[nH]c1=O the results were GLA spleen mod 0%, TR SRC2 fluor cs -4%, ALDH1A1 block 4%, TRb-SRC2 inh -7%, L3MBTL1 inh 9%, Tau fluor cs -7%, Tau FP inhib 0% and Tau ThT inhib -23%.
Screening O=C(CN1CCCN(Cc2ccc(F)cc2)S1(=O)=O)Nc1ccc2c(c1)OCCO2 returned TR SRC2 fluor cs 0%, TRb-SRC2 inh 2%, Tau fluor cs -6%, Tau FP inhib 2% and Tau ThT inhib 3%.
`CN(C)c1nc(SCc2ccc(Cl)cc2)nc2c1CCCC2` gave GLA spleen mod -3%, TR SRC2 fluor cs 0%, ALDH1A1 block 5%, TRb-SRC2 inh 2%, L3MBTL1 inh 44%[activator], Tau fluor cs -14%, Tau FP inhib -6% and Tau ThT inhib -9%.
`Cc1ccc(-c2nn(-c3ccccc3)cc2CN(Cc2ccccc2)C(=O)c2ccco2)o1` gave GLA spleen mod -3%, TR SRC2 fluor cs 0%, ALDH1A1 block 11µM*, TRb-SRC2 inh 6%, Tau fluor cs -12%, Tau FP inhib 0% and Tau ThT inhib inconclusive.
For CCn1nnnc1SCC(=O)Nc1ccc(OCc2ccccc2)cc1 the results were GLA spleen mod 9%, TR SRC2 fluor cs 3%, ALDH1A1 block inconclusive, TRb-SRC2 inh -4%, L3MBTL1 inh 2%, Tau fluor cs 3%, Tau FP inhib -3% and Tau ThT inhib -10%.
For COc1ccc(CCNC(=O)CCCCCn2c(=O)[nH]c3cc(OC)c(OC)cc3c2=O)cc1OC the results were TR SRC2 fluor cs -2%, TRb-SRC2 inh -8%, Tau fluor cs -7%, Tau FP inhib -3% and Tau ThT inhib -16%.
Cc1ccc2nc(/C(C#N)=C/c3cn[nH]c3-c3ccc(F)cc3)[nH]c2c1 was read as GLA spleen mod -13%, TR SRC2 fluor cs -2%, ALDH1A1 block inconclusive, TRb-SRC2 inh -5%, L3MBTL1 inh -2%, Tau fluor cs inconclusive, Tau FP inhib 2% and Tau ThT inhib inconclusive.
Screening CCCN1Cc2cccc(C(=O)N3CCN(c4cc(Cl)ccc4C)CC3)c2C1=O returned GLA spleen mod 5%, TR SRC2 fluor cs 8%, ALDH1A1 block inconclusive, TRb-SRC2 inh -8%, Tau fluor cs -2%, Tau FP inhib 3% and Tau ThT inhib -9%.
CCOC(=O)C1CCN(C(=O)C2c3ccccc3C(=O)N(C)C2c2ccc(OC)cc2)CC1 (stereo unspecified) was read as GLA spleen mod 4%, TR SRC2 fluor cs -1%, ALDH1A1 block 2.8µM*, TRb-SRC2 inh 2%, L3MBTL1 inh -7%, Tau fluor cs 4%, Tau FP inhib -2% and Tau ThT inhib 0%.
`CN(CC1CCCO1)S(=O)(=O)c1ccc(C(=O)Nc2nc(-c3ccccn3)cs2)cc1` (stereo unspecified) gave GLA spleen mod 0%, TR SRC2 fluor cs -3%, ALDH1A1 block -9%, TRb-SRC2 inh 13%, L3MBTL1 inh 32µM*, Tau fluor cs inconclusive, Tau FP inhib 3% and Tau ThT inhib -10%.
Screening Cc1ccc(C(=O)CCNc2ccccc2)o1 returned GLA spleen mod 5%, TR SRC2 fluor cs 1%, ALDH1A1 block 16µM*, TRb-SRC2 inh -2%, Tau fluor cs -7%, Tau FP inhib 7% and Tau ThT inhib -12%.
For Cc1ccsc1/C=N/NC(=S)NCc1ccccc1 the results were GLA spleen mod 1%, TR SRC2 fluor cs -7%, ALDH1A1 block 8%, TRb-SRC2 inh -6%, Tau fluor cs inconclusive, Tau FP inhib -4% and Tau ThT inhib -2%.
`COC1OC(COC(=O)CNC(=O)OC(C)(C)C)C(O)C(O)C1O` (stereo unspecified) gave GLA spleen mod 1%, TR SRC2 fluor cs 0%, ALDH1A1 block 5%, TRb-SRC2 inh -7%, L3MBTL1 inh 0%, Tau fluor cs 2%, Tau FP inhib -2% and Tau ThT inhib 4%.

Next part; it opens with the three that closed the last part.
Screening Cc1ccc(C(=O)CCNc2ccccc2)o1 returned GLA spleen mod 5%, TR SRC2 fluor cs 1%, ALDH1A1 block 16µM*, TRb-SRC2 inh -2%, Tau fluor cs -7%, Tau FP inhib 7% and Tau ThT inhib -12%.
For Cc1ccsc1/C=N/NC(=S)NCc1ccccc1 the results were GLA spleen mod 1%, TR SRC2 fluor cs -7%, ALDH1A1 block 8%, TRb-SRC2 inh -6%, Tau fluor cs inconclusive, Tau FP inhib -4% and Tau ThT inhib -2%.
`COC1OC(COC(=O)CNC(=O)OC(C)(C)C)C(O)C(O)C1O` (stereo unspecified) gave GLA spleen mod 1%, TR SRC2 fluor cs 0%, ALDH1A1 block 5%, TRb-SRC2 inh -7%, L3MBTL1 inh 0%, Tau fluor cs 2%, Tau FP inhib -2% and Tau ThT inhib 4%.
COc1cc(/C=C/C(=O)c2ccc(C)c([N+](=O)[O-])c2)cc(OC)c1O was read as GLA spleen mod -7%, TR SRC2 fluor cs -4%, ALDH1A1 block 4%, TRb-SRC2 inh -4%, L3MBTL1 inh -2%, Tau fluor cs inconclusive, Tau FP inhib 7% and Tau ThT inhib 6.3µM*.
COc1ccc(NC(=O)COC(=O)C2=COCCO2)cc1OC was read as GLA spleen mod 5%, TR SRC2 fluor cs 0%, ALDH1A1 block 11%, TRb-SRC2 inh 1%, L3MBTL1 inh 3%, Tau fluor cs -1%, Tau FP inhib 10% and Tau ThT inhib -4%.
COc1cc(C)nc(Oc2ccc(OCc3ccccc3)nn2)n1 was read as GLA spleen mod -9%, TR SRC2 fluor cs 2%, ALDH1A1 block 16%, TRb-SRC2 inh 6%, Tau fluor cs -10%, Tau FP inhib -1% and Tau ThT inhib -13%.
Screening COc1ccc(NC(=O)c2c(N)c(C(=O)c3ccc(C)cc3)n3ccccc23)cc1OC returned TR SRC2 fluor cs -2%, TRb-SRC2 inh -5%, Tau fluor cs -16%, Tau FP inhib -3% and Tau ThT inhib -1%.
O=C(CN1CCN(c2cccc(Cl)n2)CC1)N1CC(O)CO1 (stereo unspecified) was read as GLA spleen mod 3%, TR SRC2 fluor cs -1%, ALDH1A1 block inconclusive, TRb-SRC2 inh 0%, L3MBTL1 inh 2%, Tau fluor cs -2%, Tau FP inhib -1% and Tau ThT inhib -10%.
Oc1ccc(/C=N/Nc2nc(-c3ccccc3F)nc3ccccc23)c(O)c1 was read as GLA spleen mod -2%, TR SRC2 fluor cs -14%, TRb-SRC2 inh 2%, L3MBTL1 inh -27%, Tau fluor cs 5µM*[quencher], Tau FP inhib inconclusive and Tau ThT inhib 4.5µM*.
For CCN(CC)CCNC(=O)c1ccc(NS(=O)(=O)c2ccc3c(c2)OCCO3)cc1 the results were GLA spleen mod 3%, TR SRC2 fluor cs 1%, ALDH1A1 block 2%, TRb-SRC2 inh 0%, L3MBTL1 inh 6%, Tau fluor cs -5%, Tau FP inhib -2% and Tau ThT inhib -5%.
For CC1=C(C(=O)Nc2ccc(C)cc2C)C(c2cc(Br)ccc2F)n2ncc(C(=O)Nc3ccc(C)cc3)c2N1 (stereo unspecified) the results were TR SRC2 fluor cs -1%, TRb-SRC2 inh -8%, Tau fluor cs 0%, Tau FP inhib -14% and Tau ThT inhib 0%.
`Cc1c(C(=O)Nc2ccc3c(c2)CCC3)cccc1[N+](=O)[O-]` gave GLA spleen mod 5%, TR SRC2 fluor cs -1%, ALDH1A1 block 9.5µM*, TRb-SRC2 inh 2%, L3MBTL1 inh -11%, Tau fluor cs 1%, Tau FP inhib 2% and Tau ThT inhib 5%.
`Clc1ccc(-c2nc3nc4ccccc4nc3n2Cc2ccco2)cc1` gave GLA spleen mod 6%, TR SRC2 fluor cs -1%, ALDH1A1 block inconclusive, TRb-SRC2 inh 7%, Tau fluor cs -11%, Tau FP inhib 1% and Tau ThT inhib -3%.
Cc1cccc(C(=O)Nc2cc3nn(-c4ccc(C(C)C)cc4)nc3cc2C)c1 was read as TR SRC2 fluor cs -6%, TRb-SRC2 inh 11%, Tau fluor cs -14%, Tau FP inhib -8% and Tau ThT inhib -13%.
`CCOc1ccc(NC(=O)CN2CCN(CC(=O)Nc3ccccc3OCC)CC2)cc1` gave TR SRC2 fluor cs -1%, TRb-SRC2 inh 2%, Tau fluor cs -9%, Tau FP inhib 12% and Tau ThT inhib -12%.
Screening O=[N+]([O-])c1cccc(N/N=C/c2cccc3ccccc23)c1 returned GLA spleen mod -8%, TR SRC2 fluor cs -36%, ALDH1A1 block inconclusive, TRb-SRC2 inh -1%, L3MBTL1 inh -10%, Tau fluor cs 8.9µM*[quencher], Tau FP inhib -2% and Tau ThT inhib inconclusive.
For Cc1ccccc1CN1CCNC1=O the results were GLA spleen mod 13%, TR SRC2 fluor cs -1%, ALDH1A1 block -2%, TRb-SRC2 inh 11%, L3MBTL1 inh 7%, Tau fluor cs 4%, Tau FP inhib 5% and Tau ThT inhib 5%.
`CNC(=S)NNC(=O)c1c(C)nc2cc(C)ccn12` gave GLA spleen mod -4%, TR SRC2 fluor cs 0%, TRb-SRC2 inh 5%, L3MBTL1 inh 9%, Tau fluor cs -7%, Tau FP inhib -4% and Tau ThT inhib -5%.
Screening COc1ccc(CCNC(=O)Nc2cccc([N+](=O)[O-])c2)cc1OC returned GLA spleen mod 6%, TR SRC2 fluor cs -3%, ALDH1A1 block 5%, TRb-SRC2 inh -9%, L3MBTL1 inh -35%, Tau fluor cs -1%, Tau FP inhib -4% and Tau ThT inhib 0%.
For O=C(O)c1ccc2c(c1)C(=O)N([C@H](Cc1cccc3ccccc13)C(=O)O)C2=O the results were GLA spleen mod 0%, TR SRC2 fluor cs -1%, TRb-SRC2 inh -3% and L3MBTL1 inh 42%.

Screens: PubChem BioAssay, National Center for Advancing Translational Sciences (NCATS)
